# Abeta rescue: restores growth of yeast expressing A-beta42 peptide; yeast expressing A-beta42, growth rescue, OD600, 48 h; response scale: 0% DMSO, 100% iron-clioquinol control; 410,000 tested, 0.063% active; Potency, µM (doses to about 46.1 µM), for inactives: top-dose growth rescue, hits mostly activators; note: potency is the fitted concentration of half-maximal effect; nearly all actives have a fitted effect of over 55% in size
#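 Growth rescue measured by 600 nm absorbance after 48 h yeast culture at 30 C with compound. Values normalized between DMSO and an equimolar ferric chloride plus clioquinol control.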
# CCT chaperon mod: cytosolic chaperonin activity modulation | 360,000 tested, 0.3% active | purified chaperonin ATPase assay, HTRF ADP detection, 30 min | activity change, % (concentration not given with the values), hits read low; in the data active = activity change below about -30%; note: % is set by controls: 0 for no effect and ±100 for the full control effect
#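 First, chaperonin was dispensed at 40 nM or 20 nM final depending on batch activity. Next, compounds were pinned at 76 uM and ATP added at 10 uM. After 30 min at 37 °C, ADP detection reagents ran 30 min at ambient temperature.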
# A549 tox: A549 cytotoxicity, counter-screen for Nrf2 inhibitors. 390,000 tested, 0.16% active. AID 504648. A549 ARE-Fluc cells, CellTiter-Fluor viability, 18-24 h. Potency, µM (top dose mostly 46 µM), without a hit: top-dose activity change, negative = cytotoxicity, actives largely listed as inhibitors; note: potency is the fitted concentration of half-maximal effect; % is set by controls: 0 for no effect and ±100 for the full control effect
#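 A549 ARE-Fluc cells in 5% FBS OPTI-MEM, 5000 cells/well, rested 2 h then exposed to compounds in concentration-response for 18-24 h at 37 °C. Viability by CellTiter-Fluor fluorescence (Ex 405/Em 525) after 30 min; luciferase luminescence (BugLite, 15 min, RT) read afterwards.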
# TGFb SMAD3 inh: inhibitors of TGF-b signaling; HepG2 CAGA-GFP TGF-b/SMAD3 reporter, GFP fluorescence, 18 h; TGF-beta stimulated, 500 pg/mL final; Potency, µM (doses to about 46.1 µM), for the others: at the highest dose activity, negative = inhibition, usual class: inhibitors; 410,000 tested, 1.2% active; AID 588855; note: potency is the fitted concentration of half-maximal effect; % is set by controls: 0 for no effect and ±100 for the full control effect; nearly all actives have a fitted effect of over 65% in size
#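 Per well, imaged GFP fluorescence of HEPG2 CAGA-GFP cells gives the signal; cells get compound, then TGF-beta (500 pg/mL final), 18 h at 37 degrees C; %Activity versus -TGF-beta and +DMSO controls.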
# Mm-Cpn inhibitor: blocks the Methanococcus maripaludis chaperonin Mm-Cpn; Potency, µM (highest dose often 76.9 µM), for inactives: at the top dose activity, negative = inhibition, usual class: inhibitors; purified Mm-Cpn ATPase, ADP Transcreener TR-FRET; 330,000 tested, 0.031% active; note: potency is the fitted concentration of half-maximal effect; % is set by controls: 0 for no effect and ±100 for the full control effect; nearly all actives have a fitted effect of over 80% in size
#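 25 nM Mm-CPN + cpd, 10 min 37°C; + 10 uM ATP, 30 min 37°C; buffer 30 mM Tris pH 7.4, 100 mM KCl, 5 mM MgCl2, 1 mM DTT; Transcreener ADP HTRF detection 30 min RT.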
# Nrf2 activator: Nrf2 pathway activation | 410,000 tested, 0.31% active | AREc32 ARE-luciferase reporter (MCF7-derived line), luminescence, 24 h | AID 624171 | Potency, µM (top dose mostly 46.1 µM), inactives show at the top dose activation, actives largely listed as activators; note: potency is the fitted concentration of half-maximal effect; % of control where 0% means no effect; nearly all actives have a fitted effect of over 65% in size
#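 For detection, Steady-Glo was added and plates sat 30 min at RT; before that, AREc32_Fluc cells grown overnight in OPTI-MEM/5% FBS had been treated with 23 nL compound for 24 hr at 37 deg C.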
# HepG2 tox: counter-screen for TGF-b inhibitors: cytotoxicity in HepG2 cells. HepG2 CAGA-GFP viability, ATP luminescence, 18 h. Potency, µM (highest dose often 46.1 µM), without a hit: top-dose activity change, negative = cytotoxicity, hits mostly cytotoxic. 410,000 tested, 0.76% active; note: potency is the fitted concentration of half-maximal effect; some results filed as inactive show a strong effect at the top dose
#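 HepG2 CAGA-GFP cells (1000/well, DMEM with 1% FBS) received compound, then TGF-beta at 500 pg/mL final, and were incubated 18 hours at 37 degrees C. Viability was read by CellTiter-Glo luminescence. Media-only wells were set as complete cell-killing and DMSO as no toxicity.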
# pAkt inh: Akt phosphorylation inhibition; Neuro2A IGF-stimulated pAkt S473 HTRF, 20 min; hits give low values; activity change, % for hits at 50 µM; 360,000 tested, 0.32% active; AID 651550; in the data active = activity change below about -80%; inconclusive = mostly about -51% to -80%; note: % is set by controls: 0 for no effect and ±100 for the full control effect
#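 Single-point screen (50 µM final compound) in Neuro2A cells stimulated 20 min with 6 nM IGF at 37 deg C. After lysis, Ser473-phosphorylated Akt read by HTRF (ex 330 nm, em 615/665 nm) as the 665/615 ratio.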
# Nrf2 inh: inhibitors of Nrf2 signaling; A549 ARE-Fluc reporter, luciferase luminescence, 18-24 h; Potency, µM (doses to about 46 µM), for the others: at the top dose activity change, negative = inhibition, hits mostly inhibitors; 360,000 tested, 2.1% active; AID 504444; note: potency is the fitted concentration of half-maximal effect; % is set by controls: 0 for no effect and ±100 for the full control effect; nearly all actives have a fitted effect of over 60% in size
#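 Cells were seeded and rested 2 h, then exposed to compounds for 18-24 h. CellTiter-Fluor was read first as a viability measure. BugLite was added 15 min before the final luminescent read of ARE-luciferase activity in A549 cells.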
# Active calls of the source: *; i = inactive; ? = inconclusive; nt = no result given; [ ] = another dose, or the depositor's remark. Unless noted, calls come from the whole dose curve; as a rule, active = well fitted curve in the direction sought with a large enough effect; inconclusive = small, poorly fitted or top-dose-only effect, or another doubt; inactive = no such curve, though single readings can be large; an effect the other way counts as inactive or inconclusive.
SMILES,Abeta rescue,CCT chaperon mod,A549 tox,TGFb SMAD3 inh,Mm-Cpn inhibitor,Nrf2 activator,HepG2 tox,pAkt inh,Nrf2 inh
CCc1ccc2occ(CC(=O)Nc3sc4c(c3C(=O)OC)CCC4)c2c1,-14%,nt,1%,-5%,nt,5.0%,-18%,nt,14%
COc1ccc(NC(=O)C(=O)c2cn(CC(=O)N3CCCC3)c3ccccc23)cc1,-2%,-0.2,?,?,-1%,1.0%,-17%,i,?
Cc1nc(N2CCC3(CC2)OCCO3)c2nnn(Cc3ccccc3F)c2n1,-24%,-2.7,8%,?,3%,-0.1%,-18%,i,0%
Cc1ccc(NC(=O)CSc2cc(=O)n(C)c3ccc(Cl)cc23)c(Br)c1,-6%,nt,-7%,7%,nt,0.7%,6%,nt,1%
O=C(Cc1cccs1)N=Nc1c(O)[nH]c2ccc(Br)cc12,-13%,-2.0,7%,-17%,1%,7.1%,-5%,i,8%
CN1CCC(N(C)C(=O)c2ccc(Cl)c(S(=O)(=O)N3CCOCC3)c2)CC1,-4%,-2.9,2%,0%,0%,-0.3%,4%,i,-3%
COc1cc(C2=NOC(C(=O)NCc3ccc(F)cc3)C2)cc(OC)c1OC (centres undefined),9%,0.1,-23%,-22%,-1%,-0.8%,-9%,i,19%
O=C(O)C1CCN(S(=O)(=O)c2cccc3cccnc23)CC1,-10%,-6.1,1%,7%,-1%,0.3%,-9%,i,1%
C=CCn1c(=NC(=O)c2ccco2)sc2cc(C(=O)OC)ccc21,12%,-6.4,0%,-25%,-4%,?,-14%,i,-2%
Clc1ccc(C[n+]2cc(-c3ccccc3)n3c2CCC3)cc1Cl,-3%,-3.0,-9%,-11%,-1%,-0.5%,0%,i,?
O=C1CCCC2=C1C(c1ccncc1)n1c(nc3ccccc31)N2 (centres undefined),-3%,-4.5,-11%,-23%,-24%,0.3%,-11%,i,-5%
Cc1ccccc1C(=O)c1cccn1CC(=O)NC(C)c1ccc2c(c1)OCCO2 (centres undefined),2%,-7.0,0%,-9%,-25%,-1.1%,-17%,i,0%
Cc1ccccc1NC(=O)CSc1nccn1C,-7%,nt,-2%,-5%,nt,-0.6%,-7%,nt,22%
O=C(c1ccc(F)cc1Cl)N1CCN(CCc2ccccc2)CC1,-4%,1.9,5%,?,1%,-0.1%[9.22 µM],-14%,i,5%
COc1ccc2[nH]c(=O)c(CN(C(=O)c3cccnc3)c3ccc(C)c(C)c3)cc2c1,5%,-0.8,0%,-12%,0%,0.2%,-33%,i,13%
C=CCn1c(=N)n(CC(=O)c2ccccc2)c2ccccc21,7%,-0.2,-1%,-29%,-7%,4.1%,3%,i,-1%
COc1cccc(CNC(=O)CN2C(=O)COc3ccc(S(=O)(=O)N4CCCC4)cc32)c1,9%,-0.6,-3%,-9%,2%,-0.3%,0%,i,1%
COc1ccc(-c2csc(NC(=S)NC(=O)/C=C/c3ccco3)n2)cc1Br,2%,-0.4,-27%,-18%,-6%,10.0%,0%,i,?
O=C1c2ccccc2C(=O)N1CCCn1c(=O)oc2ccccc21,23%,0.1,-6%,-7%,-7%,0.9%,3%,i,?
O=C(Nc1ccc(-c2cn3cccnc3n2)cc1)c1ccccc1F,-23%,nt,-6%,?,nt,-1.1%,-25%,nt,nt
O=C(CSc1ccccn1)Nc1ccc2c(c1)OCO2,-2%,0.0,-7%,15%,0%,3.1%,16%,i,?
CCOc1ccc(C2NC(=O)c3c(COC)cc(C)nc3N2Cc2ccccc2)cc1OC (centres undefined),-4%,nt,6%,-1%,nt,-0.2%,-55%,nt,13%
O=S(=O)(c1ccc2c(c1)OCCO2)N1CCNCC1,6%,-0.3,3%,11%,-5%,-0.2%,12%,i,10%
CCc1ccc(NC(=O)Cn2c(=O)ccc3cc(S(=O)(=O)N4CCCC4)ccc32)cc1,-16%,nt,-1%,4%,nt,-0.5%,-28%,nt,nt
O=C1CSC(c2ccc([N+](=O)[O-])cc2)N1c1ccccc1F (centres undefined),17%,0.1,-3%,0%,1%,-0.3%,-2%,i,?
CCCCCCCC(=O)Oc1ccc(C(=O)Nc2cc(C)on2)cc1,-7%,-9.0,9%,1%,1%,2.7%,-5%,i,?
CCC(C)[C@@H](C(=O)NCC1CCC(C(=O)O)CC1)n1nnc2ccccc2c1=O (some centres undefined),-6%,-0.6,-12%,0%,0%,4.9%,-9%,i,7%
O=S(=O)(c1ccccc1Br)N(Cc1ccccc1)Cc1ccco1,nt,nt,-1%,?,nt,nt,-24%,nt,-25%
CCc1ccc(NC(=S)N(Cc2cccnc2)Cc2ccco2)cc1,18%,4.1,3%,0%,-3%,0.1%,-27%,i,?
COc1ccc([N+](=O)[O-])cc1C(=O)Nc1ccc(OCC(=O)N2CCOCC2)cc1,24%,-1.7,-3%,-7%,1%,0.0%,12%,i,-11%
Cc1ccccc1C(=O)Nc1ccc(S(=O)(=O)N2CCCC2)cc1,-13%,-2.1,10%,-18%,-1%,1.4%,-2%,i,6%
O=C(NCc1ccc(F)cc1)NC(=O)c1ccc(Cl)cc1,?,-2.2,4%,-18%,-16%,0.0%,-13%,i,-12%
Cc1ccc(CNC(=O)C2CCCN(Cc3nc(-c4cccc(C)c4)oc3C)C2)cc1 (centres undefined),16%,nt,-3%,?,nt,-1.0%,16µM*,nt,?
CCc1ccc(C(=O)COC(=O)C2CCN(c3ccc(C(F)(F)F)cn3)CC2)cc1,14%,-1.7,10%,-4%,0%,0.2%,2%,i,7%
COc1cccc(Cc2nc3ccccc3nc2SCC(=O)NCc2ccc(C)cc2)c1,-11%,nt,-15%,0%,nt,-0.4%,3%,nt,nt
Cc1sc2nc(C3CC3)nc(N3CCN(C(=O)c4ccc(Cl)cc4)CC3)c2c1C,-26%,-1.0,-1%,?,-10%,4.3%,-15%,i,?
CNS(=O)(=O)/C=C/c1ccccc1,-17%,-1.9,0%,2%,-11%,-0.7%,0%,i,7%
COCCCNC(=O)C1CCC(Cn2c(=O)c3sccc3n(Cc3ccc(F)cc3)c2=O)CC1 (centres undefined),-19%,nt,0%,3%,nt,0.0%,-4%,nt,-10%
Cc1c(NC(=O)C(C)OC(=O)c2cccnc2Cl)c(=O)n(-c2ccccc2)n1C (centres undefined),7%,-2.7,7%,-1%,0%,0.1%,6%,i,12%
CCS(=O)(=O)c1ccc2c(c1)N(S(C)(=O)=O)CC(C(=O)NCc1ccccc1OC)O2 (centres undefined),1%,-6.9,0%,-11%,1%,-0.7%,1%,i,-33%
Cc1cc(SCCOc2ccccc2)nc(N)n1,-11%,0.2,0%,-1%,2%,2.1%,-1%,i,?
O=c1c2[nH]c3ccccc3c2nc(SCc2ccccc2F)n1-c1ccc(F)cc1,-1%,nt,-1%,7%,nt,0.5%,4%,nt,nt
O=c1c2ccccc2[nH]c2ccccc12,0%,-9.1,?,-13%,0%,6.9%,-28%,i,-29%
CC1CC(=O)Nc2ccccc2N1C(=O)Nc1ccc(F)cc1F (centres undefined),7%,0.0,-6%,-5%,1%,-0.5%,-14%,i,-1%
COc1ccc(OC)c(CN2CCN(C(=O)CCNC(=O)c3ccc(Br)cc3)CC2)c1,18%,-2.8,11%,2%,1%,-0.2%,-34%,i,4%
NC(=O)c1ccccc1OCC(=O)c1ccc(Cl)cc1,-12%,-2.5,5%,-7%,-11%,3.0%,-27%,i,-17%
O=C(Nc1nc2ccccc2[nH]1)c1cccc(S(=O)(=O)N2CCOCC2)c1,12%,-2.6,2%,-11%,1%,3.3%[9.22 µM],-22%,i,19%
CN(C)Cc1cc(CCNC(=O)c2ccc(Cl)cc2)ccc1O,1%,0.4,-1%,-2%,-1%,-0.8%,-8%,i,nt
COC(=O)c1c(C)oc(C)c1S(=O)(=O)Nc1ccc(C(C)C)cc1,-22%,-0.6,13%,7%,4%,2.5%,8%,i,-7%

# Quoted at random: 2 compounds from above.
SMILES,Abeta rescue,CCT chaperon mod,A549 tox,TGFb SMAD3 inh,Mm-Cpn inhibitor,Nrf2 activator,HepG2 tox,pAkt inh,Nrf2 inh
CCC(C)[C@@H](C(=O)NCC1CCC(C(=O)O)CC1)n1nnc2ccccc2c1=O (some centres undefined),-6%,-0.6,-12%,0%,0%,4.9%,-9%,i,7%
COc1ccc(NC(=O)C(=O)c2cn(CC(=O)N3CCCC3)c3ccccc23)cc1,-2%,-0.2,?,?,-1%,1.0%,-17%,i,?

# Whole records, looked up by structure. Values in the order: Abeta rescue, CCT chaperon mod, A549 tox, TGFb SMAD3 inh, Mm-Cpn inhibitor, Nrf2 activator, HepG2 tox, pAkt inh, Nrf2 inh
# CN(C)Cc1cc(CCNC(=O)c2ccc(Cl)cc2)ccc1O is entered as 1%, 0.4, -1%, -2%, -1%, -0.8%, -8%, i, nt
# COC(=O)c1c(C)oc(C)c1S(=O)(=O)Nc1ccc(C(C)C)cc1 is entered as -22%, -0.6, 13%, 7%, 4%, 2.5%, 8%, i, -7%
# COc1ccc(OC)c(CN2CCN(C(=O)CCNC(=O)c3ccc(Br)cc3)CC2)c1 is entered as 18%, -2.8, 11%, 2%, 1%, -0.2%, -34%, i, 4%
# Cc1cc(SCCOc2ccccc2)nc(N)n1 is entered as -11%, 0.2, 0%, -1%, 2%, 2.1%, -1%, i, ?
# CC1CC(=O)Nc2ccccc2N1C(=O)Nc1ccc(F)cc1F (centres undefined) is entered as 7%, 0.0, -6%, -5%, 1%, -0.5%, -14%, i, -1%
